Screens (PubChem BioAssay)
STK33 kinase inh: inhibitors of human STK33 kinase; inhibition, % at 10 µM; purified STK33, MBP phosphorylation, ADP-Glo luminescence; 0.073% of 320,000 active;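 active = inhibition at or above 25%, using the most active replicate where run in duplicate; inactive = inhibition below 25%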
Target sequence (Q9BYT3 whole entry, looked up): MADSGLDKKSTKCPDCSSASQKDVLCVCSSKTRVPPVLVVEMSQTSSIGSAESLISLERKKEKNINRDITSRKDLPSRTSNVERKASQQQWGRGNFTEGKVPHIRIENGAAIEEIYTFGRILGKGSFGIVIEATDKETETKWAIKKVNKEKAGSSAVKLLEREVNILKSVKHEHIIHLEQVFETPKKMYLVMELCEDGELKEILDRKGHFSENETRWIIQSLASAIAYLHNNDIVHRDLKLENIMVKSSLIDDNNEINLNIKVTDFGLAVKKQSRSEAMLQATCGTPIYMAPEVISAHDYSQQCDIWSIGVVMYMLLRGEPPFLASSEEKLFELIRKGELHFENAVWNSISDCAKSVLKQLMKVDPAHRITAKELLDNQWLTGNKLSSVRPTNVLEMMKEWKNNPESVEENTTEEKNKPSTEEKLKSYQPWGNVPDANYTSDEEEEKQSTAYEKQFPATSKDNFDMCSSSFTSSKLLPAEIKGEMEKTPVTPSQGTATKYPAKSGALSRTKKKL
OX1R antag: blocks the human orexin 1 receptor; OX1R-expressing cells, FRET antagonist read-out; inhibition, % at 6.6 µM; 1.8% of 330,000 active; in the data active = inhibition mostly above about 38%, no sharp cut-off; inactive = mostly below about 40%;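 also: 0% = agonist challenge alone and 100% = reference antagonist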
Target sequence (O43613 whole entry, looked up): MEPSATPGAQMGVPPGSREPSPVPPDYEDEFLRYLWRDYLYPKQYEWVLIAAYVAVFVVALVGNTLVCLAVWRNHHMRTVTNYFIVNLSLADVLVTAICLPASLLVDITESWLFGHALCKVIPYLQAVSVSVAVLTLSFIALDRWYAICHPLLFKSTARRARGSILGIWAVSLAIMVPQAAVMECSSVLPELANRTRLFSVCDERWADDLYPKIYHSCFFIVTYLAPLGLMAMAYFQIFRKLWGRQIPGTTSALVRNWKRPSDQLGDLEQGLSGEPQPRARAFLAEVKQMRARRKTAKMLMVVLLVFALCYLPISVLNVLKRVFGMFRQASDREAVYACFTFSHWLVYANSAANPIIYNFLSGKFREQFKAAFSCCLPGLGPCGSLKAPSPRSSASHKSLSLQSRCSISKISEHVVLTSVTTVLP
Starred values were filed as active, the others as inactive; nt = not tested or not shown.

SMILES | STK33 kinase inh | OX1R antag
CCn1c(=O)cc(SCC(=O)Nc2cccc(C)n2)c2ccccc21 | -0.3 | -3
O=C(Cc1ccccc1)Nc1ccccc1C(=O)O | -0.6 | 6
COc1cc2c(cc1OC)C1=NC(=O)CN1C(SCc1ccccc1C)=N2 | -0.4 | 4
COc1ccc(NC(=O)Nc2cccc3c2O[C@H](CN(C)C(=O)Nc2c(C)noc2C)[C@@H](C)CN([C@H](C)CO)C3=O)cc1 | 0.5 | 6
CCn1ncc(Cl)c1C(=O)NC(=S)Nc1c(C)cc(C)cc1[N+](=O)[O-] | nt | 24
N#Cc1c(N)nc(-c2ccccc2)nc1-c1ccccc1 | 0.0 | 8
O=C(C1COc2ccccc2O1)N1CCn2c(nc3ccccc32)C1 (stereo not drawn) | 2.5 | 16
COc1ccc(-n2nc3c(N4CCC(C(=O)N5CCCCCC5)CC4)nnc(C)c3c2C)cc1 | -0.9 | 12
CCOC(=O)C1(CC2CCCCO2)CCN(C(=O)NCc2ccccc2)CC1 (stereo not drawn) | -1.9 | 18
Cc1ccc(C(=O)Nc2ncccc2C)cc1S(=O)(=O)N1CCCCC1 | -1.0 | 18
CCN(CC)C(=O)Cn1cc(S(=O)(=O)CC(=O)N2CCCCCC2)c2ccccc21 | -2.2 | 1
OC(CN1CCN(c2ccc(F)cc2)CC1)c1ccc(Cl)cc1 (stereo not drawn) | 1.3 | -1
CCOC(=O)N1CCN(C(=O)CS(=O)(=O)Cc2nc(-c3ccccc3C)oc2C)CC1 | 0.6 | 10
CCOC(=O)C1=C(C)Nc2ccccc2N=C1NC(=O)c1cc(C)on1 | 0.4 | 4
C=CCNC(=O)/C(C#N)=C/c1c(C)nn(-c2ccc(Cl)cc2)c1Cl | -1.1 | 17
O=C(Nc1ccccc1C(=O)Nc1ccc2c(c1)OCO2)c1ccco1 | 2.4 | 22
Cc1cc2nc(-c3cccc(NC(=O)c4ccc(Br)o4)c3C)oc2cc1C | -0.2 | 21
O=C(NCC(c1ccco1)N1CCc2ccccc2C1)c1ccccc1 (stereo not drawn) | -1.0 | 20
COc1ccc(CN2CCC(=O)N([C@H](CO)Cc3ccccc3)CC2)cc1OC | -0.9 | 19
CC(=O)c1ccc(N2CCN(C(=O)CCC(=O)Nc3ccc4nc(N5CCN(C)CC5)cc(C)c4c3)CC2)cc1 | 0.2 | 11
CC(C)(C)CC(=O)Nc1nnc(SCC(=O)Nc2ccccc2F)s1 | -0.3 | 14
Cc1c(C(=O)N2CCCC2)oc2c1-c1nn(CC(=O)NCCCOC(C)C)cc1CC2 | -0.2 | 10
O=C(NCc1ccccc1)C(c1ccccc1)N(C(=O)c1csnn1)c1ccc(F)cc1 (stereo not drawn) | -0.8 | 10
Cc1nc(SCCOc2ccccc2F)[nH]c(=O)c1Cc1ccccc1 | -1.0 | 19
Cc1ccc2oc(=O)c(/C=C(\O)c3sc(C)nc3C)nc2c1 | nt | 5
New compounds follow
SMILES | STK33 kinase inh | OX1R antag
COc1cc(Cl)c(NC2=CC(=O)C(=O)c3ccccc32)c(OC)c1 | 1.5 | 33*
O=C(CSc1nnc(COc2cccc3cccnc23)o1)c1ccc(F)cc1 | -0.4 | 20
Oc1cccc(Nc2nc(NCC3CCCO3)c3ccccc3n2)c1 (stereo not drawn) | 9.8 | 16
CC(=O)CCc1ccc(OCC(O)CNC2CCCc3ccccc32)cc1 (stereo not drawn) | nt | 16
COc1cc2ccccc2cc1C(=O)Nc1ccc(Br)cn1 | -0.7 | nt
O=S(=O)(NN1CCOCC1)c1ccc(Br)s1 | 0.5 | 14
CC(=O)c1cccc(N(CC(=O)NC2CCCC2)C(=O)c2ccc(C)s2)c1 | -0.7 | 9
Clc1ccc(-c2nnc(-c3ccccc3)o2)c(Cl)c1 | -1.0 | 22
CCOC(=O)c1cc(NCc2cccs2)ccc1N1CCOCC1 | -0.8 | 18
CCOc1cccc(CNCc2ccncc2)c1 | 0.7 | nt
CC(=O)c1ccc(S(=O)(=O)N2CCN(C(C)C(=O)N(C)Cc3ccccc3)CC2)cc1 (stereo not drawn) | -1.0 | 4
O=C(O)Cn1nnc(-c2cccs2)n1 | -0.1 | 27
CC(=O)Nc1cccc(Oc2cc(C#N)c(C#N)cc2N2CCOCC2)c1 | -7.1 | 19
C=CCn1c(O)c(N=NC(=O)c2cccnc2)c2cc(Br)ccc21 | -1.4 | 13
CCc1nnc(NC(=O)CSc2nnc(CNc3ccc(OC)cc3)n2CC)s1 | -1.8 | 8
CC(C)OCCCNc1nc(-c2ccccc2)nc2ccccc12 | -0.4 | 51*
O=S(=O)(c1ccccc1F)N1CCc2ccccc2C1 | -1.9 | 14
O=C(N/N=C/c1cc(Br)cs1)C(O)c1ccccc1 (stereo not drawn) | nt | 7
O=C(CSc1nccc(=O)[nH]1)NCc1ccc(Cl)cc1 | -2.1 | 7
Cc1cc([N+](=O)[O-])nn1CC(=O)c1ccccc1 | 0.2 | 14
CCOC(=O)C1CCN(C(=O)Cn2cnc3sc(C)c(S(=O)(=O)N4CCOCC4)c3c2=O)CC1 | -1.3 | 9
CCOc1ccc(NC(=O)C2CCCN(S(=O)(=O)c3ccc(-n4cnnn4)cc3)C2)cc1 (stereo not drawn) | 4.3 | 13
CCN(C(=O)CN1CCN(C)CC1)c1cccc2ccccc12 | -0.4 | 4
CCOC(=O)C(NC(C)=O)(OCc1ccc(F)cc1)C(F)(F)F (stereo not drawn) | -4.2 | 8
COc1ccc(N(CC(=O)NC2CC2)S(=O)(=O)c2ccccc2)cc1 | 1.9 | 8
The list goes on:
SMILES | STK33 kinase inh | OX1R antag
CCOC1=NN(c2ncc(C(F)(F)F)cc2Cl)C(=O)C1 | -0.2 | 14
COc1ccc2[nH]c(=O)c(CNc3ccc(C)cc3C)cc2c1 | -1.7 | 46
O=C(COc1ccc(F)cc1Cl)N(Cc1nnc(-c2ccccc2Cl)o1)C1CC1 | 1.7 | 31
CCOC(=O)c1nnn(-c2nonc2OC)c1-c1ccccc1 | -0.5 | 18
Cc1ccc(-n2nc3c(=O)n(C(C)C(=O)NC4CC4)nc(C)c3c2C)cc1 (stereo not drawn) | -0.8 | 14
O=c1[nH]c(CN2CCN(S(=O)(=O)c3ccc4ccccc4c3)CC2)nc2ccccc12 | -3.1 | 13
Cc1sc2nc(CSC(C)C(=O)Nc3ccc(C(N)=O)cc3)[nH]c(=O)c2c1C (stereo not drawn) | 0.1 | 38
CN(C)C(=O)N1CCC(C(=O)N2CCCC(C(=O)c3ccc(C(C)(C)C)cc3)C2)CC1 (stereo not drawn) | 0.8 | 14
COc1cc(C(=O)NC(=S)Nc2nccs2)cc(OC)c1OC | 1.5 | 24
COc1c(F)c(F)c(C(=O)Nc2ccccc2N2CCN(C(C)=O)CC2)c(F)c1F | -1.3 | 8
O=C(CSc1cc(Cl)ccc1Cl)NCC1CCCO1 (stereo not drawn) | -3.6 | 3
CC(=O)c1cccc(N(CC(=O)NCCc2ccccc2)C(=O)c2csnn2)c1 | -3.0 | 2
CCc1ccc(CN(C)C(=O)CCc2nnc(Cc3cccc(C)c3)o2)nc1 | 0.9 | 1
COc1ccc(C(OC(=O)c2cccs2)C(=O)NCC2CCCO2)cc1 (stereo not drawn) | -2.3 | 9
CCOc1ccccc1NC(=S)N1CCN(c2ccc(OC)cc2)CC1 | -2.0 | 27
CC(Cc1cccs1)NC(=S)Nc1ccccc1 (stereo not drawn) | -1.0 | 10
COc1cccc(NC(=S)N2CCC(NC(=O)c3ccco3)CC2)c1 | -0.4 | 11
CCCNC(=O)c1ccc(Cl)cc1Cl | 0.1 | 0
Cc1ccc(S(=O)(=O)NC(C)CCc2ccccc2)cc1 (stereo not drawn) | -1.8 | 20
COC(=O)[C@H](Cc1ccccc1)NC(=O)[C@@H]1C[C@H]1[C@@H](NC(=O)OCc1ccccc1)c1ccccc1 | -1.8 | 21
O=C(CSc1ccccc1F)NC(=O)c1ccc(Cl)cc1 | 0.9 | 9
Clc1ccccc1/C=C/c1ccnc2ccccc12 | -2.2 | 20
Cc1nc(C)n(CC(O)COc2ccc3c(c2)CCC3)n1 (stereo not drawn) | -1.0 | 4
CC1=C(C(=O)OC(C)C)C(c2coc3ccccc3c2=O)C2=C(CCCC2=O)N1 (stereo not drawn) | -0.3 | 8
c1ccc(-c2ncc3c(ccc4ccccc43)n2)cc1 | 1.6 | 12

Sorted by the number under STK33 kinase inh (highest first): 5 of the compounds above.
SMILES	STK33 kinase inh	OX1R antag
c1ccc(-c2ncc3c(ccc4ccccc43)n2)cc1	1.6	12
CN(C)C(=O)N1CCC(C(=O)N2CCCC(C(=O)c3ccc(C(C)(C)C)cc3)C2)CC1 (stereo not drawn)	0.8	14
Cc1ccc(-n2nc3c(=O)n(C(C)C(=O)NC4CC4)nc(C)c3c2C)cc1 (stereo not drawn)	-0.8	14
CC(Cc1cccs1)NC(=S)Nc1ccccc1 (stereo not drawn)	-1.0	10
CC(=O)c1cccc(N(CC(=O)NCCc2ccccc2)C(=O)c2csnn2)c1	-3.0	2

New compounds follow.
SMILES | STK33 kinase inh | OX1R antag
CC(NC(=O)CN1CCc2ccccc21)c1ccccc1 (stereo not drawn) | 0.4 | 16
CC1CCCN(C(=O)COC(=O)COc2ccc(Cl)cc2)C1 (stereo not drawn) | -0.8 | 2
O=C(O)c1ccccc1-c1c2cc(I)c(=O)c(I)c-2oc2c(I)c(O)c(I)cc12 | 14 | 38
C=CCOc1ccccc1CN1CCC(C(=O)Nc2cccc(-c3ccn[nH]3)c2)CC1 | 2.3 | 4
COc1cc(Nc2cccc[n+]2C)cc(OC)c1OC | -0.4 | -3
CSc1ccc(/C=C/C(=O)N2CCN(c3ccccn3)CC2)cc1 | -1.4 | 30
CC1=C(C(=O)Nc2cccc(C(=O)NC(C)C)c2)SCCO1 | 1.3 | 0
COC(=O)c1c(NC(=O)c2ccccc2F)sc2c1C(C(=O)OC)CC2 (stereo not drawn) | -0.3 | 7
CCOC(=O)c1cc(S(=O)(=O)Nc2cccc(OC)c2)cn1C | -0.7 | 29
Cc1ccc(-n2c(N)c(C#N)c(-c3ccc(Cl)cc3)c(C#N)c2=O)cc1 | -3.2 | 12
CC(C)Oc1ccc(S(=O)(=O)N2CCOCC2)cc1NC(=O)Cc1ccsc1 | 0.1 | 9
COc1ccc(-c2[nH]ncc2CN2CCC(N3CCSCC3)CC2)c(F)c1 | -0.8 | 4
Cc1ccc(Cl)cc1NC(=O)C1CCN(S(C)(=O)=O)CC1 | -0.3 | 15
Cn1c(=O)n(CC#N)c2ccccc21 | 4.1 | 26
COCCOC(=O)c1[nH]c2c(c1C)C(=O)CC(c1ccc(N(C)C)cc1)C2 (stereo not drawn) | -1.8 | 13
CCCCN(C(=O)c1ccc(OC(F)(F)F)cc1)c1c(N)n(CCC)c(=O)[nH]c1=O | -0.6 | 9
Cc1ccc(NC(=O)c2ccc(NC(=O)C3CCCCC3C(=O)O)cc2)cc1 (stereo not drawn) | -0.7 | 20
COc1cccc(NC(=O)C2CCCN(S(=O)(=O)c3cccc4cccnc34)C2)c1 (stereo not drawn) | 0.1 | 55*
O=C(Nc1ccccc1C(F)(F)F)c1ccc(F)c(S(=O)(=O)N2CCOCC2)c1 | 0.0 | 6
COc1cccc(N2C(=O)C(CC(=O)Nc3ccccc3)N(C3CCCCC3)C2=O)c1 (stereo not drawn) | -0.5 | 5
O=C(CC1C(=O)N(Cc2ccccc2)C(=S)N1CCN1CCOCC1)Nc1ccc(F)cc1 (stereo not drawn) | -1.6 | 37
Cc1nc2c(C(=O)N3CCOCC3)cnn2c(C)c1Cc1cccc(Cl)c1 | 2.4 | 9
CN1CCC(OC(=O)c2ccc(Cl)cc2Cl)CC1 | 0.6 | 12
CCC1CCc2sc(C(=O)N3CCCN(C)CC3)cc2C1 (stereo not drawn) | 0.1 | 6
Cc1nc(SCC(=O)c2cc3ccccc3oc2=O)c(C#N)c(-c2cccs2)c1C(=O)Nc1ccccc1 | -1.7 | 0

Of the compounds above, these contain two or more sulfur atoms.
SMILES | STK33 kinase inh | OX1R antag
CC(C)(C)CC(=O)Nc1nnc(SCC(=O)Nc2ccccc2F)s1 | -0.3 | 14
O=S(=O)(NN1CCOCC1)c1ccc(Br)s1 | 0.5 | 14
CCc1nnc(NC(=O)CSc2nnc(CNc3ccc(OC)cc3)n2CC)s1 | -1.8 | 8
CCOC(=O)C1CCN(C(=O)Cn2cnc3sc(C)c(S(=O)(=O)N4CCOCC4)c3c2=O)CC1 | -1.3 | 9
Cc1sc2nc(CSC(C)C(=O)Nc3ccc(C(N)=O)cc3)[nH]c(=O)c2c1C (stereo not drawn) | 0.1 | 38
COc1cc(C(=O)NC(=S)Nc2nccs2)cc(OC)c1OC | 1.5 | 24
CC(Cc1cccs1)NC(=S)Nc1ccccc1 (stereo not drawn) | -1.0 | 10
CC(C)Oc1ccc(S(=O)(=O)N2CCOCC2)cc1NC(=O)Cc1ccsc1 | 0.1 | 9
Cc1nc(SCC(=O)c2cc3ccccc3oc2=O)c(C#N)c(-c2cccs2)c1C(=O)Nc1ccccc1 | -1.7 | 0

More records:
SMILES | STK33 kinase inh | OX1R antag
CCOc1ccccc1/C=N/OCC(=O)NCc1ccc(F)cc1 | -0.1 | 11
CC1CCN(C(=O)C2CCN(C(=O)c3ccc(C(C)(C)C)cc3)CC2)CC1 | 0.5 | 6
CCOC(=O)C1CCN(c2cc(=O)n(C3CCCCC3)c(=O)[nH]2)CC1 | -1.4 | 13
Cc1ccc(C(=O)N2c3ccccc3N(Cc3ccccc3)C(=O)C2(C)C)cc1 | 3.8 | 16
O=C(NC(Cc1c[nH]c2ccccc12)C(=O)OCC(=O)c1cccc2ccccc12)c1cccs1 (stereo not drawn) | -0.2 | 21
Cc1ccc(-c2cc(C(=O)N3CCN(C(=O)c4ccco4)CC3)[nH]n2)c(C)c1 | -0.3 | 10
O=C(COC(=O)[C@H](Cc1ccccc1)NC(=O)c1ccco1)NCc1ccccc1 | 0.2 | 3
CCOC(=O)/C(=C\C=C1/Sc2ccccc2N1CC)C(C)=O | -0.7 | 43
COCCNC(=O)CN(C(=O)CCC(=O)Nc1ccccn1)c1ccc(C)cc1 | 0.0 | 37
Cc1c(C(=O)NN)sc(=S)n1C | 2.8 | 40
Clc1ccc(Cl)c(OCCCCN2CCCCC2)c1 | -0.3 | 6
CC(C)CNC(=O)C1CCN(S(=O)(=O)c2ccc(-n3cnnn3)cc2)CC1 | -0.9 | 1
COc1nc(N)nc(CC(=O)C2CC2)n1 | 0.0 | 0
